# Screening data as filed in PubChem.
# ANO1 block: blocks the mouse calcium-activated chloride channel TMEM16A; HEK293 TMEM16A/YFP iodide influx fluorescence, ionomycin; normalized B-score (activity score, 25-100; higher = stronger inhibition) at 10 µM; actives 1.2% (n = 310,000);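 active means ratio plate-corrected score three or more library SD toward inhibition, starting fluorescence score within five deviations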;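 further: score derived from kinetic fluorescence span divided by baseline fluorescence per well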
# MrgX1 agonist: agonists of human MrgX1 receptor | MrgX1-HEK293 cells, Fluo-4 calcium fluorescence, agonist mode; active compounds read high | B-score at 10 µM | actives 0.44% (n = 310,000);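 active means calcium response B-score plate-corrected fluorescence ratio at least 3 library SD, with starting fluorescence B-score inside 5 SD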
# Target sequence (Q96LB2 whole entry, looked up): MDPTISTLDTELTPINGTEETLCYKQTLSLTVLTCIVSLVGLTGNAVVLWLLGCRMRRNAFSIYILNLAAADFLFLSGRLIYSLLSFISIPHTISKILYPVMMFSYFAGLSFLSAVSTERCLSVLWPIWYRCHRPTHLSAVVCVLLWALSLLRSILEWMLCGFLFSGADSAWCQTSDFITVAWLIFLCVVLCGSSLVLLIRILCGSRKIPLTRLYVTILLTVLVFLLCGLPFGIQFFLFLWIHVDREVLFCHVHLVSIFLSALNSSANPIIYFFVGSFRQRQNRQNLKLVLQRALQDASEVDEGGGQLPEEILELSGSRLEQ
#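 Material: MrgX1-expressing HEK293 cells; input: 15,000 cells per well; doses: test compound given as first of three sequential additions; schedule: overnight plating before 1 h dye loading; technique: Fluo-4 NW calcium-flux fluorescence, kinetic read; evaluation: baseline-normalised fluorescence change ratio, B-scored; control set: plate-wise positive and negative controls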
# MrgX1 antagonist: antagonists of human MrgX1 receptor | MRGX1-HEK293 calcium flux, Fluo-4, BAM8-22 antagonism; active compounds read low | Q96LB2 | B-score at 10 µM | AID 588676 | actives 1.3% (n = 310,000);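 active means calcium-response B-score plate-corrected more than 3 library SD below zero, starting fluorescence within 5 deviations, no agonist response on first addition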;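 further: peak minus trough fluorescence over baseline after final BAM8-22 challenge near maximal dose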
# TRPC4 inh: TRPC4 (mouse) channel inhibition; B-score at 10 µM; actives 0.39% (n = 300,000); HEK293 TRPC4beta/mu-opioid, DAMGO-evoked Fluo4 calcium flux; active compounds read low;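 active means B-score over 3 SD under the library average, no early fluorescence shift, positive overall ratio signal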
#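 Material: HEK293 cells with stable TRPC4beta plus mu-opioid receptor expression / Probe or stimulus: DAMGO in two steps, submaximal then maximal / Compound: single concentration per test compound / Technique: kinetic Fluo4 fluorescence imaging of calcium influx / Read-out: per-well B score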
# TRPC4 act: TRPC4 (mouse) channel activation | HEK293 TRPC4beta/mu-opioid, Fluo4 calcium fluorescence; active compounds read high | AID 2237 | actives 0.49% (n = 310,000) | B-score at 10 µM;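 active means B-score above 5 SD of library B-scores, and initial fluorescence ratio not above library mean plus 5 SD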;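 further: positive B-score marks a calcium rise read as TRPC4 activation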
#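 Material: HEK293 stable line with TRPC4beta plus mu-opioid receptor; technique: Fluo4 calcium-sensitive dye fluorescence, kinetic, 1 Hz baseline; timing: Fluo4 dye loading 45 min at room temperature, 110 s recording; controls: assay buffer as low control, maximal DAMGO as high control; read-out: integrated baseline-normalised fluorescence ratio, converted to per-well B score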
# ANO1 activ: activators or potentiators of mouse TMEM16A chloride channel; B-score at 10 µM; AID 623877; actives 0.3% (n = 340,000); HEK293 TMEM16A/YFP-H148Q/I152L, iodide quench fluorescence; active compounds read low; Q8BHY3;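 active means fluorescence-ratio B-score plate-corrected deviation score at least 3 library SD below zero, with starting fluorescence score within 5 deviations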;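 further: channel opened by trigger with iodide after compound preincubation; score built on the fluorescence ratio of max minus min over baseline; more negative score means more quench and so TMEM16A activation or potentiation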
# TRPC6 inh: blocks the mouse TRPC6 cation channel; HEK293-TRPC6, membrane potential dye, ACh-evoked depolarization; active compounds read low; AID 2553; actives 1.1% (n = 310,000); Q61143; B-score at 10 µM;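 active means B-score under library mean minus 3 SD, initial fluorescence not abnormally high, positive integrated signal ratio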;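 further: B-score derived from integrated fluorescence ratio over the kinetic read; more negative B-score means stronger inhibition of depolarization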
# TRPC6 activator: mouse TRPC6 channel activation; actives 0.13% (n = 310,000); B-score at 10 µM; Q61143; HEK293-TRPC6 membrane potential dye fluorescence; active compounds read high;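 active means B-score of the integrated fluorescence ratio above library mean plus 3 SD, and starting fluorescence ratio within library mean plus 5 SD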;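 further: higher score means more depolarization so channel activation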
# RGS4 block: inhibitors of human RGS4; P49798; HEK293 M3R/RGS4 inducible, Fluo-4 calcium flux; active compounds read high; triggered by carbachol at its EC20; B-score at 10 µM; actives 0.45% (n = 310,000); AID 463165;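 active means B-score, a plate-corrected calcium signal, over three deviations above library mean, with baseline fluorescence within five deviations of library mean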;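 further: RGS4 expression induced by doxycycline in cells with stable M3 receptor; B-score is computed from the integrated fluorescence ratio over baseline after carbachol; higher B-score means a larger calcium signal and so more RGS4 inhibition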
# Target sequence (P49798 whole entry, looked up): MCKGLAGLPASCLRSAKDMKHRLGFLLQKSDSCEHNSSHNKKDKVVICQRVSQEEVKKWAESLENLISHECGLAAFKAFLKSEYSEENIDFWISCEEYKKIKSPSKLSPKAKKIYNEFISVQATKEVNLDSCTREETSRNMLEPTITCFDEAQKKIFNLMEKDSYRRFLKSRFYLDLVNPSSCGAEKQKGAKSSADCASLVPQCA
# TRPC4 potent: TRPC4 (mouse) allosteric potentiation; AID 2227; Q9QUQ5; HEK293 TRPC4beta/mu-opioid, DAMGO EC20, Fluo-4 Ca2+ flux; active compounds read high; B-score at 10 µM; actives 0.42% (n = 310,000);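 active means B-score of calcium response area above 5 SD of library B-scores, with initial fluorescence ratio within 5 SD of library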;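 further: B-score of integrated fluorescence ratio over time as area under calcium response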
# MrgX1 PAM: allosterically activates human MrgX1 receptor signaling; Q96LB2; MrgX1-HEK293, Fluo-4 calcium flux, FDSS; active compounds read high; B-score at 10 µM; actives 0.63% (n = 310,000); AID 588675;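 active means plate-corrected calcium response at least 3 library SD above typical, normal starting fluorescence, not activating the receptor alone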;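 further: compound read alongside a low EC10 to EC30 dose of BAM8-22 agonist; peak minus trough fluorescence over baseline measured at the second addition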
# * marks the source's active call; other numbers are inactive results; i = inactive; / = not tested or not shown.
SMILES	TRPC6 activator	ANO1 block	TRPC4 inh	RGS4 block	ANO1 activ	TRPC4 potent	MrgX1 antagonist	MrgX1 PAM	MrgX1 agonist	TRPC4 act	TRPC6 inh
CCCCCC(=O)Nc1ccccc1N1CCN(c2ccccc2)CC1	i	i	i	i	i	i	i	i	i	i	i
COc1ccc(/C=N/Nc2nc(N3CCCCC3)nc(N3CCCCC3)n2)cc1[N+](=O)[O-]	i	i	i	i	i	i	i	i	i	i	i
O=C(COC(=O)c1cccc(S(=O)(=O)N2CCOCC2)c1)Nc1ccc2c(c1)OCO2	i	i	i	i	i	i	i	i	i	i	i
CN1CCN(C(=O)Nc2cccc(-c3ccccc3)c2)CC1	i	i	i	i	i	i	i	i	i	i	i
COc1ccc(S(=O)(=O)NCC(c2ccc3c(c2)OCO3)N2CCOCC2)cc1 (configuration not stated)	i	i	i	i	i	i	i	i	i	i	i
CN(C)c1ccc(CNc2ccc3c(c2)ncn3C(C)(C)C)cc1	i	i	i	i	i	i	i	i	i	i	i
Cc1cccc(NC(=S)Nc2ccccn2)c1C	i	i	i	i	i	i	i	i	i	i	i
CC(C)CN1C(=O)C(NC(=O)C2CC2)(C(F)(F)F)C2=C1CC(C)(C)CC2=O (configuration not stated)	i	i	i	i	i	i	i	i	i	i	i
Cc1ccc(-c2nn(-c3ccccc3)c3[nH]c(=O)c(CNCc4ccccc4)cc23)cc1	i	i	i	7.01*	i	i	i	i	i	i	i
Cc1cnc(NC(=O)C2CC=CCC2)s1 (configuration not stated)	i	i	i	i	i	i	i	i	i	i	i
CCC(=O)c1ccc(N2CCCCCC2)c(F)c1	i	i	i	i	i	i	i	i	i	i	i
CC1Oc2ccccc2N(CC(=O)NCc2ccc3c(c2)OCO3)C1=O (configuration not stated)	i	i	i	i	i	i	i	i	i	i	i
Cn1sc(NC(=O)c2ccc(Cl)cc2)nc1=O	i	i	i	i	i	i	i	i	i	i	i
Cc1cc(C)c(C)c(OCc2nc(-c3cccnc3)no2)c1	i	i	i	i	i	i	i	i	i	i	i
CCOC(=O)c1sc(N(C)C)nc1-c1ccccc1	i	i	i	i	/	i	i	i	i	i	i
COc1ccc(NC(=O)CCCC2=NS(=O)(=O)c3ccccc3N2)cc1	i	i	i	i	i	i	i	i	i	i	i
O=C1CCCN1CCCNc1ncnc2sccc12	i	i	i	i	i	i	i	i	i	i	i
CCOc1ccccc1N1C(=O)c2ccc(C(=O)O)cc2C1=O	i	i	i	i	i	i	i	i	i	i	i
COc1cc(C2=NOC(C(=O)Nc3cc(C)on3)C2)cc(OC)c1OC (configuration not stated)	i	i	i	i	i	i	i	i	i	i	i
CN(Cc1ccccc1)C(=O)C1CCCN(Cc2ccc(Cl)cc2)C1 (configuration not stated)	i	i	i	i	i	i	i	i	i	i	i
CCCNC(=O)N1CCN(c2nc(C(C)C)c3c(c2C#N)CC(C)(C)OC3)CC1	i	i	i	i	i	i	i	i	i	i	i
O=C(CSCc1nc2ccccc2[nH]1)Nc1ccc(Oc2ccccc2)cc1	i	i	i	i	i	i	i	i	i	i	i
Cc1c(NC2(c3nnnn3-c3ccc(Br)cc3)CCCCC2)c(=O)n(-c2ccccc2)n1C	i	i	i	i	i	i	i	i	i	i	i
COc1ccc(N2CCN(C(=O)c3cc(N4C(=O)C5C6CCC(C6)C5C4=O)ccc3Cl)CC2)cc1 (configuration not stated)	i	i	i	i	i	i	i	i	i	i	i
CCCc1ccc(OCc2ccc(C(=O)Nc3cccc(C)n3)o2)c(OC)c1	i	i	i	i	i	i	i	i	i	i	i
CN(CC(=O)Nc1ccccc1N1CCOCC1)CC(=O)Nc1ccc(F)c(F)c1F	i	i	i	i	i	i	i	i	i	i	i
COC(=O)CSc1nc2cc(C)ccc2cc1C#N	i	i	i	i	i	i	i	i	i	i	i
COc1ccc(CNC(=O)c2cc(C)nc3ccccc23)cc1OC	i	i	i	i	-5.56*	i	i	i	i	i	i
COc1ccc(C(=O)CC(=O)c2ccc(F)cc2)cc1	i	i	i	i	i	i	i	i	i	i	i
CC(NC(=O)c1ccc(Cl)cc1)c1nnc(SCC(=O)NC2=NCCS2)n1C (configuration not stated)	i	i	i	i	i	i	i	i	i	i	i
Cc1ccc(OC/C(=N\O)C(C)(C)C)c([N+](=O)[O-])c1	i	i	i	i	i	i	i	i	i	i	i
Clc1ccccc1CN1CCSCC1	i	i	i	i	i	i	i	i	i	i	i
Cc1cc(-c2nn(-c3ccccc3F)cc2CN2CCCC(CO)C2)c(C)s1 (configuration not stated)	i	i	i	i	i	i	i	i	i	i	i
CCn1c(=O)c(=O)[nH]c2cc(C(=O)NC3CCCC3)ccc21	i	i	i	i	i	i	i	i	i	i	i
O=C(COc1ccccc1Cl)NCCCN1CCOCC1	i	i	i	i	i	i	i	i	i	i	i
COc1cc(OC)cc(C(=O)NC(=S)Nc2ccc(N3CCCC3)cc2)c1	i	i	i	i	i	i	i	i	i	i	i
CC1CN(CC(O)COC2CCC(C(C)(C)C)CC2)CC(C)O1 (configuration not stated)	i	i	i	i	i	i	i	i	i	i	i
Cc1ccc(NC(=O)[C@@H]2CCCN2C(=O)[C@@H]2Cc3ccccc3CN2)c(C)c1	i	i	i	i	i	i	i	i	i	i	i
O=C1CC(c2ccco2)CC2=C1C=Nc1ccccc1N2 (configuration not stated)	i	i	i	i	i	i	i	i	i	i	i
O=C(Nc1ccc(-c2nnc3n2CCCCC3)cc1)c1cc2ccccc2o1	i	i	i	i	i	i	i	i	i	i	i
COc1ccc(C)c2sc(=NC(=O)c3ccc(C(C)=O)cc3)n(C)c12	i	i	i	i	i	i	i	i	i	i	i
CCn1cc(C(=O)NCCCN2CCC(C)CC2)c(=O)c2cc(S(=O)(=O)N(C)C3CCCCC3)ccc21	i	i	i	i	i	i	i	i	i	i	i
CCCn1c(=O)c2ccccc2n2c(SCC(=O)/C(C#N)=C(\C)N)nnc12	i	i	i	i	i	i	-7.91*	i	i	i	i
CN(C)N1C(=O)CC(N2CCCC2)C1=O (configuration not stated)	i	i	i	i	i	i	i	i	i	i	i
CC(C)c1ccc(Nc2ncccc2C#N)cc1	i	i	i	i	i	i	i	i	i	i	i
COc1ccc(-c2csc(C)n2)cc1	i	i	i	i	i	i	i	i	i	i	i
C=CCn1c(CSc2nc3ccccc3s2)nnc1SCC(=O)NCc1ccccc1	i	i	i	i	i	i	i	i	i	i	i
CC1(C)Cc2nc3oc4c(=O)n(CC(=O)Nc5ccc(Cl)cc5)cnc4c3cc2CO1	i	i	i	i	i	i	i	i	i	i	-8.32*
COc1ccccc1CNC(=O)CCN1C(=O)COc2ccc(C)cc21	i	i	i	i	i	i	i	i	i	i	i
Cc1ccccc1OCCCC(=O)Nc1nccs1	i	i	i	i	i	i	i	i	i	i	i
Fc1ccc(CNC(=S)NCc2ccccc2)cc1	i	i	i	i	i	i	i	i	i	i	i
CCc1c(O)nc(SCC(=O)Nc2ccc3c(c2)CCC3)[nH]c1=O	i	i	i	i	i	i	i	i	i	i	i
COc1ccc(-n2nc(C(=O)NCC(=O)NCC3CCCO3)c3ccccc3c2=O)cc1Cl (configuration not stated)	/	i	/	/	i	/	i	i	i	/	/
CCOC(=O)CC1C(=O)NCCN1Cc1cccc(OC)c1 (configuration not stated)	i	i	i	i	i	i	i	i	i	i	i
CC(C)NC(=O)COC(=O)c1ccc(NS(=O)(=O)c2ccc3c(c2)OCCO3)cc1	i	i	i	i	i	i	i	i	i	i	i
CCOC(=O)NC(NC(=S)Nc1ccc(OCC)cc1)C(Cl)(Cl)Cl (configuration not stated)	i	i	i	i	i	i	i	i	i	i	i

# Additional records.
SMILES	TRPC6 activator	ANO1 block	TRPC4 inh	RGS4 block	ANO1 activ	TRPC4 potent	MrgX1 antagonist	MrgX1 PAM	MrgX1 agonist	TRPC4 act	TRPC6 inh
Nc1nc(-c2ccc(Cl)cc2)c(N=Nc2ccc(S(=O)(=O)N3CCOCC3)cc2)s1	i	i	i	i	i	i	i	i	i	i	i
Cc1ccc(C)c(N2CCN(C(=O)CCS(=O)(=O)c3ccc4c(c3)CCN4C(=O)C3CC3)CC2)c1	i	i	i	i	i	i	i	i	i	i	i
Cn1cccc1C(=O)c1cccc([N+](=O)[O-])c1	i	i	i	i	i	i	i	i	i	i	i
CC(NC(=O)c1cc(S(=O)(=O)N(C)C)ccc1Cl)c1ccc(-n2ccnc2)cc1 (configuration not stated)	i	i	i	i	i	i	i	i	i	i	i
COc1ccc2[nH]c3nc(SC(C)C)nnc3c2c1	i	i	i	i	i	i	i	i	i	i	i
Cc1ccc(-n2nc(C(=O)O)c3ccccc3c2=O)cc1C	i	i	i	i	i	i	i	i	i	i	i
CN(C)c1ccc(/C=N/N=C2/SC(CC(=O)O)C(=O)N2c2ccc(O)cc2)cc1 (configuration not stated)	i	i	i	i	i	i	i	i	i	i	i
Cc1cc(C)c(NC(=O)C2CC(=O)N(Cc3ccccc3)C2)c(C)c1 (configuration not stated)	i	i	i	i	i	i	i	i	i	i	i
CCOC(=O)C1CCCN(C(=O)CNC(=O)Cn2ccc3ccccc3c2=O)C1 (configuration not stated)	/	i	/	/	i	/	i	i	i	/	/
Cc1ccc(S(=O)(=O)N(CC(=O)NCCC2=CCCCC2)Cc2ccccc2F)cc1	i	25*	i	i	i	i	i	i	i	i	i
C/C=C\C=C/C(=O)Nc1cccc(C2=NOC3(C2)C[C@@H](C(N)=O)N(C(=O)C2(C)CC2)C3)c1 (some centres not stated)	i	i	i	i	i	i	i	i	i	i	i

# Rows are unselected; 5.8% or so of the library scored in one or more.
